Compound activity deposited in PubChem BioAssay by several laboratories.
M4 antag: human M4 muscarinic receptor antagonists, primary screen, CHO cells, Fluo-8 calcium fluorescence; 0.73% of 360,000 active; AID 624125, 2012; inhibition, % at 3 µM; Muscarinic acetylcholine receptor M4 (Homo sapiens), P08173; CHO-hM4 cells, ACh EC80;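 active means inhibition above its plate's cutoff, the mean inhibition of sample wells plus 3 SD, cut at about 27% in these data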;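 further: 0% = acetylcholine EC80 with DMSO and 100% = DMSO without agonist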
Target sequence (P08173 whole entry, looked up): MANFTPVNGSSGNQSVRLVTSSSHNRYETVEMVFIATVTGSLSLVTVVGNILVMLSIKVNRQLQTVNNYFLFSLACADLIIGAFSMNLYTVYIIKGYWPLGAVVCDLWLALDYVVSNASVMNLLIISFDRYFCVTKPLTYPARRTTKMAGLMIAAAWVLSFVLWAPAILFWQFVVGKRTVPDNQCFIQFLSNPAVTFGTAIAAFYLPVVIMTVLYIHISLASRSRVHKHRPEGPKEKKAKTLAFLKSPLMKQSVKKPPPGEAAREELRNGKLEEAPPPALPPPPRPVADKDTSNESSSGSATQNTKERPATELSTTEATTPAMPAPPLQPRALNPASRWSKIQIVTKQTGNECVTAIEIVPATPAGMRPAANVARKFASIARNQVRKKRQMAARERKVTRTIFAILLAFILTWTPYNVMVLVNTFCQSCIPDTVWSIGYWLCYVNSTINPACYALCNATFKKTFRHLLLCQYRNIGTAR
M5 ag: human M5 muscarinic receptor agonists, primary screen, CHO-K1 cells, Fluo-8 calcium fluorescence; Muscarinic acetylcholine receptor M5 (Homo sapiens), P08912; AID 624037, 2012; CHO-K1 hM5 cells; 0% DMSO wells, 100% maximal acetylcholine response; activation, % at 3 µM; 0.19% of 360,000 active;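 active means activation above the run's mean over test compounds plus 3 SD, cut at about 23% in these data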;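 further: signal is peak over basal fluorescence ratio across the kinetic read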
CHRM1 antagonist: human M1 muscarinic receptor antagonists, primary screen, CHO-K1 cells, Fluo-8 calcium fluorescence, 1536-well; 1.3% of 360,000 active; Muscarinic acetylcholine receptor M1 (Homo sapiens), P11229; CHO-K1 hM1, ACh EC80 antagonist; inhibition, % at 3 µM;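 active means percent inhibition above its own plate's cutoff, namely the mean of that plate's compound wells plus 3 SD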;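 further: peak over basal fluorescence ratio during 140 s after agonist addition; 0% = ACh EC80 plus DMSO and 100% = DMSO alone without agonist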
Target sequence (P11229 whole entry, looked up): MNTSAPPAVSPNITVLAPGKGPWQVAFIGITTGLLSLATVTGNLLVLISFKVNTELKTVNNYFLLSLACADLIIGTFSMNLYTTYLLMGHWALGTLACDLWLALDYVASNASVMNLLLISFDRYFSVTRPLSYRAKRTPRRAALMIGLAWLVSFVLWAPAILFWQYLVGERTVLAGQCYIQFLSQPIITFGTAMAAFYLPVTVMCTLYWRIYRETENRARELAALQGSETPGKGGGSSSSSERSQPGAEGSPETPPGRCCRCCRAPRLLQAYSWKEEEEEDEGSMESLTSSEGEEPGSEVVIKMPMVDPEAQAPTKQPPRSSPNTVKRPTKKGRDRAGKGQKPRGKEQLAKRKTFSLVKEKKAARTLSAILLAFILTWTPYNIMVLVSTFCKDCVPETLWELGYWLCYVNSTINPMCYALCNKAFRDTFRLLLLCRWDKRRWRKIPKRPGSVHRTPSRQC
M5 antag: human M5 muscarinic receptor antagonists, primary screen, CHO cells, Fluo-8 calcium fluorescence. CHO-hM5 cells, ACh EC80. 0.59% of 360,000 active. Muscarinic acetylcholine receptor M5 (Homo sapiens), P08912. inhibition, % at 3 µM;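 active means inhibition above a per-plate cutoff, the mean of that plate's test compounds plus 3 SD, cut at about 27% in these data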;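 further: 0% = acetylcholine EC80 with DMSO and 100% = DMSO without agonist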
M5 PAM: human M5 muscarinic receptor positive allosteric modulators, primary screen, CHO-K1 cells, Fluo-8 calcium fluorescence; CHO-K1 hM5, ACh EC20 PAM; 0% = ACh EC20, 100% = ACh EC100; Muscarinic acetylcholine receptor M5 (Homo sapiens), P08912; activation, % at 3 µM; 0.3% of 360,000 active; AID 624038, 2012;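 active means activation above the run cutoff, the mean activation of all test compounds plus 3 SD, cut at about 18% in these data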
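system = human M5 receptor in CHO-K1 cells | compound = one concentration, 3 µM final (nominal) | schedule = Post-acetylcholine fluorescence recording 140 s | signal = Fluo-8 calcium dye fluorescence, kinetic read | benchmarks = low control EC20 acetylcholine (0%), high control EC100 acetylcholine (100%) | repeats = singlicate, one well per test compound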
M1 PAM: human M1 muscarinic receptor positive allosteric modulators, primary screen, CHO-K1 cells, Fluo-8 calcium fluorescence, 1536-well. Muscarinic acetylcholine receptor M1 (Homo sapiens), P11229. activation, % at 3 µM. CHO-K1 hM1, ACh EC20; 0% = ACh EC20, 100% = maximal ACh. 0.088% of 360,000 active. AID 588819, 2011; in the data active means activation above about 19%, passing the limit was not always enough
CRFR2-BP ag: agonists of CRF-BP/CRF-R2 complex, primary screen, cell-based, HEK293, calcium dye fluorescence, uHTS; AID 588473, 2011; CRF-binding protein / CRF receptor 2 complex (human); calcium dye fluorescence (FLIPR); percent of saturating CRF peptide response; 0.46% of 350,000 active; activation, % at 13.2 µM;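 active means activation of at least 50%, plus an integration ratio under a set limit after plate pattern correction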;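 further: plate controls were neutral control wells without compound for no effect and CRF at EC100 for full effect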
M4 ag: human M4 muscarinic receptor agonists, primary screen, CHO-K1 cells, Fluo-8 calcium fluorescence; Muscarinic acetylcholine receptor M4 (Homo sapiens), P08173; 0.14% of 360,000 active; activation, % at 3 µM; CHO-K1 hM4/Gqi5; vehicle 0%, full acetylcholine response 100%; AID 624127, 2012;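 active means activation above the run mean over all test wells plus 3 SD, cut at about 32% in these data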;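 further: peak over basal fluorescence ratio per well then scaled between controls; 0% = DMSO wells and 100% = acetylcholine at EC100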
M4 PAM: human M4 muscarinic receptor positive allosteric modulators, primary screen, CHO-K1 cells, Fluo-8 calcium fluorescence; CHO-K1 hM4/Gqi5, ACh EC20; 0% = ACh EC20, 100% = maximal ACh; activation, % at 3 µM; 0.4% of 360,000 active; AID 624126, 2012; Muscarinic acetylcholine receptor M4 (Homo sapiens), P08173;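 active means activation above its plate's cutoff, the mean activation of sample wells plus 3 SD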; further: some results filed as inactive read as strong as hits
* = called active by the depositor; . = not tested or not shown.

SMILES	M4 antag	M5 ag	CHRM1 antagonist	M5 antag	M5 PAM	M1 PAM	CRFR2-BP ag	M4 ag	M4 PAM
Cc1ccc(C(=O)OCC(=O)Nc2ccc(C)c(S(=O)(=O)N3CCCCC3)c2)c(O)c1	-3	1	-10	-4	1	10	2.4	1	6
CS(=O)(=O)Nc1ccc(OCc2ccccc2)cc1	9	-1	4	7	-6	-1	0.1	1	-2
Clc1cccc(-c2noc3ncnc(Nc4ccc5c(c4)OCO5)c23)c1	2	3	-4	12	-1	2	0.1	2	13
C=Cc1ccc(Cn2c(C)c(C(=O)NCc3ccc4c(c3)OCCO4)sc2=O)cc1	-23	1	-1	-1	-3	1	.	10	-5
O=C(C[n+]1ccccc1)N1c2ccccc2Sc2ccccc21	99*	-10	100*	98*	-18	-38	0.2	1	-27
O=C(CCC1CCCC1)Nc1ccc(OCC(=O)N2CCOCC2)cc1	-1	-5	-6	-5	-18	4	-0.4	1	-1
O=C(/C=C/c1cccc([N+](=O)[O-])c1)c1ccc([N+](=O)[O-])o1	2	9	2	11	10	12	6.3	4	14
CCc1ccc2c(c1)C1(NN=C(c3ccccc3)S1)C(=O)N2 (centres undefined)	8	-2	11	1	-7	-9	-1.2	-1	-4
CCOC(=O)C1(C)CCCCCN1C(=O)c1ccc(N(C)C)cc1 (centres undefined)	-4	1	-10	-8	8	2	.	1	0
Cc1cc(S(=O)(=O)NCc2ccccc2)ccc1OCC(=O)NCc1ccccn1	-9	-3	-9	30*	-9	6	-0.5	4	0
COC(=O)c1ccc(CSc2nc3ccccc3c(=O)n2-c2ccc(OC)c(OC)c2)o1	-6	0	-10	6	1	7	6.7	8	8
O=S(=O)(c1ccccc1)N1CCN(C(=S)Nc2ccccc2)CC1	-3	-4	10	9	-1	-4	1.0	1	-5
Cc1ccc(NC(=O)CCNS(=O)(=O)c2ccc(Br)cc2)cc1S(=O)(=O)N1CCOCC1	-1	-7	3	3	1	-3	0.3	3	-10
COc1ccc(S(=O)(=O)N(CC(=O)NCCCN(C)C)c2ccc(C)cc2)cc1OC	12	0	15	0	1	-4	15	0	-6
O=c1ccc(-c2ccccc2)no1	-3	2	-8	1	2	8	-0.1	0	5
CC1C(=O)N2CCCc3cc(NC(=O)c4ccccc4C(F)(F)F)cc1c32 (centres undefined)	-8	3	-11	7	2	9	0.0	1	10
O=C(COc1ccccc1F)Nc1ccc2[nH]c(=O)[nH]c2c1	-21	-1	-12	-8	2	10	-1.2	1	0
CC(=O)Nc1ccc(S(=O)(=O)N(C#N)c2nc(C)cc(C)n2)cc1	2	-1	-9	14	-2	6	-0.1	1	4
COc1ccc(N2C(=O)CC(Sc3nccc(C)n3)C2=O)cc1 (centres undefined)	7	-4	5	3	-10	-6	-2.5	1	-3
COc1ccc(/C(O)=C2/C(=O)C(=O)N(CCCN(C)C)C2c2ccccc2)cc1OC (centres undefined)	7	0	8	9	-6	-7	-0.2	1	-4
Cc1cc(C)cc(Nc2ccc(C(=O)O)cc2[N+](=O)[O-])c1	1	-3	0	14	0	13	-1.3	-1	-9
Cc1ccc(Oc2ncccc2NC(=O)CC(CC(=O)O)c2ccccc2)c2c1CCC2 (centres undefined)	-10	-8	-8	6	0	5	-1.0	7	-2
C=C(C)CN1C(=O)C2(OCCO2)c2ccccc21	-10	-4	-6	0	9	10	-0.3	0	3
CC(C)(C)c1ccc(C(=O)OCCN2CCCCC2)cc1	17	-2	45*	13	-9	-30	2.2	4	-8
Cc1ccc(C2=NS(=O)(=O)N(C)C(C(=O)Nc3ccc4c(c3)OCO4)=C2)cc1	-22	6	1	5	-18	-6	3.1	17	-4
CC1=C(C(N)=O)S(=O)(=O)c2ccccc21	10	-2	-9	8	-3	6	4.1	0	0
Cc1cc(=O)oc2cc(NC(=O)CCCC(=O)O)ccc12	7	1	12	-3	2	0	-0.5	0	2
CC(C)[C@@H](C(=O)NCc1ccco1)N1C(=O)N2CCc3c([nH]c4ccccc34)[C@@]2(C)C1=O	1	1	3	-1	-5	-3	0.0	0	-2
COc1ccccc1-n1c(SCC(=O)NC2CCS(=O)(=O)C2)nc2cc([N+](=O)[O-])ccc21 (centres undefined)	5	0	-11	6	-3	11	-2.1	1	-2
Clc1ncc(CN2CCN(Cc3ccccc3)CC2)s1	3	-4	-6	0	-1	7	-0.4	0	-1
O=C(NCc1nnc(SCc2ccc(C(F)(F)F)cc2)n1-c1ccccc1)C12CC3CC(CC(C3)C1)C2	6	-1	-8	1	1	10	0.9	0	7
C=C(C)C1CC=C(C)/C(=N/NC(=S)Nc2ccccc2)C1 (centres undefined)	7	-2	-5	-8	-2	9	-0.7	-1	-4
COC(=O)c1sc(N)c(C(=O)OC)c1COC(=O)CCNS(=O)(=O)c1ccc(C)cc1	7	4	6	9	-14	-8	0.1	17	-19
C=CCn1c(SCC(=O)c2c(N)n(C)c(=O)n(C)c2=O)nnc1-c1ccoc1C	5	2	-17	2	8	7	-1.7	0	1
O=S(=O)(c1ccccc1OC(F)(F)F)N1CCN(c2ccnc3cc(Cl)ccc23)CC1	2	-6	2	12	2	0	2.9	0	0
COC(=O)c1sccc1NC(=O)CSCCc1ccccn1	2	-1	-11	-10	13	9	-0.8	6	-2
COc1ccc(-c2cc(=O)[nH]c(N3CCN(Cc4ccccc4)CC3)n2)cc1	-5	0	-10	8	2	8	-0.4	0	0
Cc1noc(C)c1S(=O)(=O)NC(=O)C1(C)CCN1C(=O)c1ccc(C2CCCCC2)cc1 (centres undefined)	-16	0	-17	-5	10	18	.	0	6
CC(=O)NC(CC(=O)OCC(=O)Nc1cc(S(=O)(=O)N2CCCCC2)ccc1C)c1ccccc1 (centres undefined)	-9	2	12	-15	6	3	0.3	1	-1
CCS(=O)(=O)CCSc1nc(C)cc(C)n1	-7	3	-7	-9	-1	6	1.1	2	9
CCC(=O)NC(=S)Nc1ccc(NC(=O)c2ccc(C)c([N+](=O)[O-])c2)cc1	0	-2	3	2	-5	1	2.2	1	-2
O=C(CSc1ncn(-c2ccccc2)n1)Nc1ccc2c(c1)OCCO2	0	0	-1	5	-6	3	-1.6	1	0
O=C(OCC(=O)c1c[nH]c2ccccc12)c1cccc([N+](=O)[O-])c1	3	0	4	10	-8	-3	-1.2	10	-7
O=C(CN1CCN(Cc2ccccc2)CC1)Nc1ccc(-n2cnnn2)cc1	0	2	-11	-9	12	14	1.1	1	0
Cc1ccc(-n2c(SCC(N)=O)nc(O)cc2=O)cc1	4	1	-8	4	-3	10	-1.8	1	-1
O=C(Nc1ccc(O)cc1)/C(=C/c1ccco1)NC(=O)c1ccccc1	0	6	-15	2	3	11	1.2	1	9
COc1ccccc1N1CCN(C(=O)C(=O)c2c[nH]c3ccccc23)CC1	-1	1	5	-3	0	1	-1.3	3	-1
Cc1nn2c(N3CCN(C)CC3)c3c(nc2c1-c1ccccc1)CCCC3	-5	-7	-1	3	6	1	3.5	4	-5
COc1ccccc1Nc1nc(N)nc(CN2CCc3ccccc3C2)n1	0	-10	-4	3	11	-5	-0.5	2	0
CC(C)(CNCC(O)c1ccccc1)N1CCOCC1 (centres undefined)	8	-11	-12	-3	-5	14	0.7	0	0
COc1ccccc1N1CCN(c2ncnc3c2oc2ccccc23)CC1	7	0	-15	2	-3	7	-0.5	2	2
CC(C)n1c(C(O)c2ccccc2)nc2ccccc21 (centres undefined)	-2	1	-1	-4	-1	6	-2.5	2	4
O=C(CN1C(=O)NC2(CCOc3ccccc32)C1=O)c1ccc(Cl)s1 (centres undefined)	8	6	7	4	-2	2	0.3	5	5
CC(C)Oc1ccc(CCC(=O)N/N=C/c2ccncc2)cc1	8	5	-10	-4	4	7	-0.5	2	-6
Cc1cc(SCC(=O)N2CCN(C(=O)c3ccco3)CC2)c(C)cc1Br	6	-4	11	13	-6	-1	0.5	5	1
COc1ccccc1C1CC(c2ccccc2)=NN1S(=O)(=O)c1ccccc1 (centres undefined)	3	3	-31	-9	9	3	4.7	-1	9
Cc1ccc(C(=O)N2CC(C)SC2=Nc2cccc(S(=O)(=O)N(C)C)c2)cc1 (centres undefined)	5	-3	-9	7	-3	1	1.4	2	-9
O=C(CNC(=O)c1ccccc1C(=O)O)c1ccccc1	-6	0	-7	0	-4	2	-0.3	0	11
COC(=O)[C@H](C)NC(=O)NCCC1=CCCCC1	-4	-1	-14	10	-4	7	0.4	0	-5
CC(C)C(=O)Nc1ccc(C(=O)NNC(=O)C(c2ccccc2)c2ccccc2)cc1	0	1	-3	4	-3	8	1.6	11	0

(next part)
SMILES	M4 antag	M5 ag	CHRM1 antagonist	M5 antag	M5 PAM	M1 PAM	CRFR2-BP ag	M4 ag	M4 PAM
Cc1ccc(S(=O)(=O)NCCCCCC(=O)Nc2ccccc2C)cc1	-6	-2	-13	2	5	8	-1.0	2	7
COc1ccc(C(=O)CC(=O)C(=O)Nc2ccccc2Cl)cc1	-9	-4	-10	1	13	15	8.3	2	3
COc1ccc(NC(=O)N(C)C[C@H]2OCc3cnnn3CCCC(=O)N([C@@H](C)CO)C[C@H]2C)cc1	-7	2	-11	-3	0	-2	5.3	1	0
Cc1ccc(NC(=O)N(O)C2CCCCC2C#N)cc1 (centres undefined)	2	0	16	10	2	-7	0.6	1	0
CN(C)C(=O)c1ccc(OCC(F)(F)F)nc1	4	2	-12	-8	4	8	-0.9	1	-3
CCc1cc(C(=O)N2CCN(S(=O)(=O)c3ccccc3F)CC2)sc1C	-23	-2	-2	5	-5	6	-0.9	2	14
CCCn1c(C(C)Nc2nc(-c3ccc(OC)cc3)cs2)nc2ccccc21 (centres undefined)	-9	1	-3	1	1	0	-1.6	-1	-5
CNNC(=S)NC1CC2CC1C1C=CCC21 (centres undefined)	5	-3	-8	7	9	10	1.5	1	0

Four entries drawn at random from the list so far:
SMILES	M4 antag	M5 ag	CHRM1 antagonist	M5 antag	M5 PAM	M1 PAM	CRFR2-BP ag	M4 ag	M4 PAM
COc1ccc(NC(=O)N(C)C[C@H]2OCc3cnnn3CCCC(=O)N([C@@H](C)CO)C[C@H]2C)cc1	-7	2	-11	-3	0	-2	5.3	1	0
COc1ccc(C(=O)CC(=O)C(=O)Nc2ccccc2Cl)cc1	-9	-4	-10	1	13	15	8.3	2	3
CCc1cc(C(=O)N2CCN(S(=O)(=O)c3ccccc3F)CC2)sc1C	-23	-2	-2	5	-5	6	-0.9	2	14
CCCn1c(C(C)Nc2nc(-c3ccc(OC)cc3)cs2)nc2ccccc21 (centres undefined)	-9	1	-3	1	1	0	-1.6	-1	-5
